Screens as filed in PubChem.
miR-122 sensor: miR-122 Renilla sensor signal increase in Huh7, primary screen, miR-122 inhibitor project, cell-based, single point, plate reader | Huh7 miR-122 Renilla luciferase sensor, 48 h; neutral wells = 0, positive control = 100 | activation (reporter increase), % at 12.5 µM | hit rate 0.3% among 340,000 | AID 602342, 2012;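 active means mean replicate activation score at least 90 and every replicate individually at or above 90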;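 further: higher luciferase means less miR-122 activity so hits act as miR-122 inhibitors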
SIRT5 block: SIRT5 desuccinylase inhibitors, primary screen, biochemical, fluorescence imaging, single point, set 5 | Purified SirT5, succinyl-peptide AMC, trypsin-coupled fluorescence | inhibition, % at 15 µM | hit rate 1.1% among 330,000 | AID 652115, 2013; in the data active means inhibition above about 15%
Target sequence (Q9NXA8 whole entry, looked up): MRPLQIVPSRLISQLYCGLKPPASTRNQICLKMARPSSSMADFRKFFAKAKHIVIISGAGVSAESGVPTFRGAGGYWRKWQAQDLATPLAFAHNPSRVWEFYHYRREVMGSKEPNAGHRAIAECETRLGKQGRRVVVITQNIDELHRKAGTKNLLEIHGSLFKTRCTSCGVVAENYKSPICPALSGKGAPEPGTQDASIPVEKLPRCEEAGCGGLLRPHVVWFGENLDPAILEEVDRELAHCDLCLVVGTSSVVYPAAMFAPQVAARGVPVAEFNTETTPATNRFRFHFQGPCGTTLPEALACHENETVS
Cneo AK release: Cryptococcus neoformans cell lysis inducers, primary screen, AK release luminescence, single concentration | C. neoformans lysis, adenylate kinase release luminescence, 4 h; normalised: neutral wells 0, clomiphene wells 100 | lysis activity, % at 15 µM | hit rate 0.2% among 360,000;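 active means mean lysis activity across replicates of at least 80%, whatever share of replicates individually reach that level; inactive means mean lysis activity below 80%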
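Schedule: static 4 h at 37 °C with compound, 1 h detection; system: C. neoformans cells; benchmarks: Clomiphene as positive control; buffer or medium: fresh YPD medium; measure: luminescence rise reflecting yeast cell lysis; measured by: luminescent adenylate kinase detection reagent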
ARNT-TACC3 inh: disruptors of ARNT/TACC3 protein interaction, primary screen, biochemical, AlphaScreen, single concentration. inhibition, % at 9.99 µM. AlphaScreen His-ARNT PAS-B/GST-TACC3 binding, luminescence; TACC3 fragment carries E629A point mutation. hit rate 0.66% among 390,000. AID 623870, 2012;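 active means mean inhibition of replicates at least 50% and at least half of replicates each reaching 50%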;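 further: 0% = complete ARNT plus TACC3 wells and 100% = ARNT alone without TACC3; many hits fall short of the cut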
Statin myotox sup: suppressors of statin myotoxicity in C2C12 myotubes, primary screen, cell-based, single point, plate reader | C2C12 myotubes + simvastatin, ATP luminescence, 48 h; scaled: DMSO 0, geranylgeraniol control 100 | rescue of ATP level, % at 7.49 µM | hit rate 0.78% among 330,000;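 active means mean ATP rescue above about 67%, or every replicate alone reaching that limit, limit read from the data, passing the limit was not always enough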;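 further: myotubes were challenged with 10 µM simvastatin during compound exposure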
ERp5 block: inhibitors of ERp5-driven insulin aggregation, primary screen, biochemical, turbidity, absorbance 650 nm, single point; inhibition, % at 9.99 µM; Protein disulfide-isomerase A6 (Homo sapiens), Q15084; AID 651711, 2012; 90 min; hit rate 0.05% among 350,000;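 active means mean replicate inhibition above about 25%, with every replicate also reaching it, limit read from the data, passing the limit was not always enough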
Target sequence (Q15084 whole entry, looked up): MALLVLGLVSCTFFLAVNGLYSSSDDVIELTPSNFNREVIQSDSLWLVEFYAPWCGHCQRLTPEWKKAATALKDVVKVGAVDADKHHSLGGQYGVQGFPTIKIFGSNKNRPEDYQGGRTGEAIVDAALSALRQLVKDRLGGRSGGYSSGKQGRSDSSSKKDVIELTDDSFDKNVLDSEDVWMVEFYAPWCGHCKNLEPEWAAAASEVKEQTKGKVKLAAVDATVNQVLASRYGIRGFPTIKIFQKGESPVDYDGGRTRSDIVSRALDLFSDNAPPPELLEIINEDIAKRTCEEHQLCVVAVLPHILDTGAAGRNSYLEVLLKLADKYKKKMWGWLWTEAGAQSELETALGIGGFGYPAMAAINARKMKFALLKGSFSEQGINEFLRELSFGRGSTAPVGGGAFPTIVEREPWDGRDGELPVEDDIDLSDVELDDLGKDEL
esBAF inh: Bmi1 luciferase reporter increase in mESCs, primary screen, esBAF inhibitor project, mouse ES cells, Bmi1 luciferase knock-in, single point. reporter increase, % at 12.5 µM. AID 602393, 2012. hit rate 2% among 350,000. 24 h; 100% = twice the neutral-well signal; in the data active means activation above about 40%;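 further: 0% = median of the plate's neutral control wells and 100% = double that signal; a rise in the Bmi1 reporter signal indicates esBAF inhibition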
Active calls of the source: *; nt = no result given; & = joins results of further samples; [ ] = another dose, or the depositor's remark.

smiles,miR-122 sensor,SIRT5 block,Cneo AK release,ARNT-TACC3 inh,Statin myotox sup,ERp5 block,esBAF inh
CCN1CCc2c(sc(NC(=S)NC(=O)c3ccccc3)c2C#N)C1,-4,nt,-2,12,nt,nt,nt
Cc1nc(N)c(C#N)c(-c2ccccc2Cl)c1C,-1,nt,-2,15,-2,nt,-1
Oc1ccc(C[C@H]2CNC(=S)N2CC2CCCN2C[C@H](Cc2ccc(O)cc2)N2C[C@H](Cc3ccc(O)cc3)N(CC3CCCCC3)C2=S)cc1 (stereo partly specified),-16,10,0,4,-18,3,13
Cc1ccc(C(=O)N[C@H](C(=O)OCC(=O)NC2CCS(=O)(=O)C2)C(C)C)cc1 (stereo partly specified),-5,nt,nt,-2,-4,nt,-8
C[C@@H]1CN([C@H](C)CO)C(=O)Cc2cc(NC(=O)CCN3CCOCC3)ccc2O[C@@H]1CN(C)Cc1ccc(C(F)(F)F)cc1,6[16.7 µM],-3,79,0,4,-3,-14
Cc1nc(CCNC(=O)Cc2ccc(F)cc2)cs1,-5,2,2,-5,7,-4,6
CCOc1ccc(N2C(=O)Nc3ccccc3C2(O)C(=O)NCc2ccc(C)cc2)cc1 (stereo unspecified),nt,-5,nt,-1,nt,-4,nt
O=C(c1cnccn1)N1CCc2c([nH]c3ccccc23)C1c1cccc(Cl)c1 (stereo unspecified),-11,-1,0,nt,19,1,0
O=C(COCc1cc(-c2ccco2)on1)NC1CCCCC1,-2,0,6,1,-4,-1,1
O=C(NCCCCCCNC(=O)OCc1ccccc1)OCc1ccccc1,-6,nt,3,-2,-9,4,-8
O=C(C[C@@H]1CC[C@@H]2[C@H](COC[C@@H](O)CN2Cc2cc(F)ccc2F)O1)NCc1ccc(Oc2ccccc2)cc1,-3[16.7 µM],nt,-1,0,-28,nt,11
COc1ccc(NC(=O)N(C)C[C@H]2Oc3c(NC(=O)c4ccncc4)cccc3C(=O)N([C@@H](C)CO)C[C@H]2C)cc1,-3[16.7 µM],nt,2,nt,-15,-1,-1
CCN(CC(=O)NCc1ccc(F)cc1)C(=O)c1ccc(Cl)cc1,5,-1,4,1,-5,-1,2
CC(=O)Nc1ccc(OC(F)(F)Cl)cc1,nt,-7,nt,3,nt,-1,nt
Cc1ccccc1-c1cnc2c(c1)C(=O)N([C@@H](C)CO)C[C@H](C)[C@@H](CN(C)Cc1ccccc1F)O2,1[16.7 µM],-1,-5,7,27,1,-3
CCCNC(=O)C[C@H]1C[C@H]2c3cc(NC(=O)COC)ccc3O[C@H]2[C@H](CO)O1,1[16.7 µM],-2,-10,-6,0,3,2
O=C(O)c1cccc(N2C(=O)c3cccc4cccc(c34)C2=O)c1,-6,2,-1,-4,-2,3,-5
Cc1cccc(Nc2ccc(C(=O)N3CCOCC3)cn2)c1,nt,0,nt,-9,nt,-2,nt
N#CC1=C(O)C(c2ccccc2)n2c1nc(=O)c1ccccc12 (stereo unspecified),2,nt,nt,0,11,nt,-7
O=C(CSc1nc2[nH]ncc2c(=O)[nH]1)Nc1cc(C(F)(F)F)ccc1Cl,-21,2,0,nt,-6,2,-5
Nc1ncnc(Nc2ccccn2)c1[N+](=O)[O-],nt,4,nt,12,nt,-1,nt
CSc1cccc(NC(=S)N2CCC(N(C)C3CCCC3)CC2)c1,-8,-3,0,1,-10,2,4
COC(=O)Cc1csc(Nc2ccccc2)n1,nt,2,nt,4,nt,-2,nt
Cc1ccc(S(=O)(=O)N(C)C[C@H]2Oc3ccc(NC(=O)Nc4ccc5c(c4)OCO5)cc3CC(=O)N([C@@H](C)CO)C[C@@H]2C)cc1,4[16.7 µM],0,-4,31,-14,15,-1
COC(=O)c1ccccc1NC(=O)Cn1nc(C(F)(F)F)c2c1CCC2,9,nt,-1,nt,4,nt,1
O=C(CN(C(=O)Cn1nnc(-c2ccc(F)cc2)n1)c1ccc(F)c(Cl)c1)NCC1CCCO1 (stereo unspecified),nt,1,nt,0,nt,1,nt
O=S1(=O)CCC(NC(=S)N2CCCCC2)C1 (stereo unspecified),4,-4,4,-5,5,-6,5
O=C(NCc1ccccn1)c1cc2ccccc2oc1=O,-6,nt,-1,-6,-7,nt,7
Cc1cc(F)c(F)c(C(=O)N2C(C)CCCC2C)c1Cl (stereo unspecified),nt,-1,nt,-5,nt,0,nt
COc1cccc(N2C(=O)CN(Cc3ccccc3)C2=S)c1,11,1,2,-3,-5,3,-9
COc1ccc(S(=O)(=O)N2CCN(CC(=O)NC(Cc3ccccc3)C(C)=O)CC2)cc1 (stereo unspecified),nt,-8,0,nt,1,1,-2
O=C(NC1CCOC1=O)OCc1ccccc1 (stereo unspecified),-21,4,0,nt,16,-4,-3
CCC(=O)N1C[C@@H](C)[C@@H](OC)CN(C)C(=O)c2ccc(NC(=O)c3ccc(F)cc3)cc2OC[C@@H]1C,1[16.7 µM],0,-8,-3,9,0,1
O=C(CCNC(=O)c1ccc(Br)cc1)NCC1COc2ccccc2O1 (stereo unspecified),nt,-1,14,-10,1,0,19
O=C(CSc1nnc(Nc2ccccc2F)s1)NCc1ccco1,-3,nt,nt,5,-7,nt,1
Cc1ccc(S(=O)(=O)N(C)c2ccc(OCC(=O)OCc3ccc(C#N)cc3)cc2)cc1,nt,-1,nt,-6,nt,4,nt

3 compounds from above with just ARNT-TACC3 inh and ERp5 block:
SMILES	ARNT-TACC3 inh	ERp5 block
O=C(CN(C(=O)Cn1nnc(-c2ccc(F)cc2)n1)c1ccc(F)c(Cl)c1)NCC1CCCO1 (stereo unspecified)	0	1
O=S1(=O)CCC(NC(=S)N2CCCCC2)C1 (stereo unspecified)	-5	-6
O=C(NCc1ccccn1)c1cc2ccccc2oc1=O	-6	nt

Further results follow:
smiles,miR-122 sensor,SIRT5 block,Cneo AK release,ARNT-TACC3 inh,Statin myotox sup,ERp5 block,esBAF inh
CCC1CCCCN1C(=O)CSc1nc2c(c(=O)n1C)SC(C)C2 (stereo unspecified),-7,1,0,-2,-4,6,-2
Cc1noc(C)c1NC(=O)Nc1cccc2c1O[C@H](CN(C)Cc1ccc(Cl)c(Cl)c1)[C@@H](C)CN([C@@H](C)CO)C2=O,4[16.7 µM],6,-3,-1,16,-1,-7
Cc1cccc(NC(=O)C(=O)NCC2CCCO2)c1 (stereo unspecified),-2,1,-2,-2,18,2,-13
O=C(NCCN1CCCCC1)c1ccc2c(c1)OCCO2,-3,nt,nt,-6,-1,nt,14
O=C(CSc1ncnc2c1cnn2CCO)Nc1cccc(C(F)(F)F)c1,-3,nt,2,-9,nt,nt,nt
CCOC(=O)C1CN(S(=O)(=O)c2ccc(OC)cc2)c2cc(CC(=O)OC)ccc2O1 (stereo unspecified),3,nt,0,0,-19,nt,-1
COc1ccc(/C=N/n2c(C)nc3c([nH]c4ccccc43)c2=O)cc1CN1CCCC(C)(C)C1,-6,-3,0,-8,-3,6,4
COc1ccc(-n2cc(C(=O)c3ccccc3O)cn2)cc1,nt,1,nt,3,nt,-3,nt
Cc1c(C(=O)N(Cc2nccn2C)C(C)C)oc2c(F)cccc12,1,-3,-2,5,-7,4,3
O=C(Nc1cc(F)ccc1F)N[C@@H]1CC[C@H](CC(=O)N2CCc3ccccc3C2)O[C@H]1CO,nt,-3,-5,-3,-7,-4,2
CC(C)[C@H](NC(=O)c1ccccc1F)C(=O)NC1CCCCC1,-6,2,-1,-3,1,-9,0
C[C@H](CO)N1C[C@H](C)[C@H](CN(C)Cc2ccc(C(=O)Nc3ccccc3N)cc2)OCc2cnnn2CCCC1=O,2[16.7 µM],-3,-5,0,5,-1,-9
Cc1noc(C)c1S(=O)(=O)Nc1ccc2c(c1)C(=O)N([C@H](C)CO)C[C@@H](C)[C@H](CN(C)Cc1ccc(C(=O)O)cc1)OCCCC[C@@H](C)O2,-6[16.7 µM],-3,-2,-1,nt,1,6
C/C(CC(=O)Nc1ccc([N+](=O)[O-])cc1)=N\NC(=O)c1ccccc1O,4,-1,-2,-3,4,2,45*
CC(C)CN(Cc1c(O)ccc2ccccc12)CC(C)C,nt,6,nt,1,15,3,-3
COc1cccc(S(=O)(=O)Nc2ccc3c(c2)OC[C@@H](C)NC[C@H](C)[C@H](OC)CN(C)C3=O)c1,-9[16.7 µM],-1,2,-1,-7,3,1
COc1cc(C(=O)Oc2cc(N)n(S(=O)(=O)c3ccc(F)cc3)n2)cc(OC)c1OC,-3,-2,6,0,1,-1,8
Cc1nnc(N(Cc2ccco2)C(=O)c2ccno2)s1,-3,nt,2,-5,3,nt,12
COc1ccc(NC(=O)Nc2ccc3c(c2)C(=O)N([C@H](C)CO)C[C@@H](C)[C@H](CN(C)Cc2ccc(Cl)c(Cl)c2)OCCCC[C@H](C)O3)cc1,3[16.7 µM],0,2,23,nt,-12,-6
CCOC(=O)Cn1c(=N)n(CCOc2ccc(Br)cc2)c2ccccc21,5,4,3,8,6,1,-7
Cc1cc(C)c(C(=O)COc2cccnc2[N+](=O)[O-])cc1C,5,nt,0,3,12,nt,-9
COC(=O)C[C@@H]1CC[C@H](NC(=O)Nc2ccc(C(F)(F)F)cc2)[C@H](CO)O1,nt,-2,-5,-11,0,-11,9
COc1ccc(S(=O)(=O)Nc2cccc3c2O[C@H](CN(C)C(=O)Nc2ccc(F)cc2)[C@@H](C)CN([C@@H](C)CO)C3=O)cc1,19[16.7 µM],1,0,-10,-6,0,7
Cc1ccc(NC(=O)c2noc3c2CCC3)cc1C,nt,2,nt,-8,nt,1,nt
Cn1c(CC(=O)Nc2ccccc2F)nnc1SCC(=O)NC1CCCC1,-3,-3,nt,-4,0,-2,0
C[C@H](CO)N1C[C@H](C)[C@H](CN(C)Cc2ccc(C(=O)Nc3ccccc3N)cc2)Oc2c(NC(=O)Nc3ccccc3)cccc2C1=O,30[16.7 µM],-1,3,4,34,5,-10
CO[C@H]1CN(C)C(=O)c2ccc(NC(=O)C3CC3)cc2OC[C@@H](C)N(C(=O)CN2CCOCC2)C[C@@H]1C,nt,-2,-3,-9,18,-2,-3
COc1ccc(C(=O)Nc2cc3c4c(c2)CC(=O)N4CCC3)c(OC)c1,1,nt,1,2,-26,nt,67*
O=C(Nc1ccccc1C(=O)Nc1ccccc1)c1ccccc1Br,-4,2,5,-1,-1,-4,-4
O=C(O)C1=C[C@H](c2ccc3c(c2)OCO3)C[C@H](OCc2ccc(CO)cc2)O1,0,-2&0,12&-4&0,-1&10&-4,8,0&1,1
CO[C@@H]1CN(C)C(=O)c2cc(NS(=O)(=O)c3cccc(F)c3)ccc2OC[C@H](C)N(Cc2cc(F)ccc2F)C[C@H]1C,-2[16.7 µM],12,-4,-2,46,1,4
CCOC(=O)c1sc(NS(=O)(=O)c2ccc(NC(C)=O)cc2)nc1C,4,nt,-3,0,-3,nt,-1
C=C(CC[C@@H](O)C(C)(C)O)[C@H]1CC[C@]2(C)[C@@H]1CCC1[C@@]3(C)CCC(=O)C(C)(C)C3CC[C@]12C (stereo partly specified),-13,2,-2,2,21,-7,-7
Cc1cc(NC(=O)CSCC(=O)Nc2ccccc2OC(F)F)no1,-5,-31,nt,1,nt,9,nt
Cc1ccc(/C=N/n2cnc3sc4c(c3c2=O)CCCC4)o1,nt,nt,-4,21,20,nt,2
CC(C)NC(=O)Cn1c(SCC(=O)NC2CCCC2)nc2ccccc21,-1,-2,1,-5,4,3,-4
